# APP transl inh: APP translation inhibition. SH-SY5Y APP 5'UTR-luciferase reporter, luminescence. inhibition, % at 2 µM. hit rate 0.82% among 190,000. AID 1285;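 active = inhibition above a set limit, derived from the sample mean plus 3 SD, cut at about 45% in these data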; note: values of inactives mirror those of a sister screen read the other way
# TNAP act hi DEA: TNAP (human) activation, high acceptor; purified TNAP, CDP-star luminescence, 1 M DEA, 30 min; stronger effect = higher value; 0 = EDTA background, 1 = DMSO-only activity; activation factor at 20 µM; 200,000 tested, under 10 active;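 active = activation factor at least 2 at 20 µM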
#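 system = human TNAP | amount = enzyme diluted 1/800 final | reagent = 100 µM CDP-star substrate | signal = luminescent substrate turnover signal | dosing = one dose, 20 µM | benchmarks = EDTA negative control, DMSO positive control | measure = activation factor | timing = 30 min reaction, room temperature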
# FLuc act counter: affects firefly luciferase, flagging false hits in luciferase stimulation screens; ATPlite luciferase biochemical, luminescence, 10 min; 0 = ATP-free wells, 1 = DMSO control; 200,000 tested, under 10 active; activation factor at 10 µM;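 active = luciferase activation factor, scaled between plate controls, of at least 2 with compound at 10 µM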
# Target sequence (P08659 whole entry, looked up): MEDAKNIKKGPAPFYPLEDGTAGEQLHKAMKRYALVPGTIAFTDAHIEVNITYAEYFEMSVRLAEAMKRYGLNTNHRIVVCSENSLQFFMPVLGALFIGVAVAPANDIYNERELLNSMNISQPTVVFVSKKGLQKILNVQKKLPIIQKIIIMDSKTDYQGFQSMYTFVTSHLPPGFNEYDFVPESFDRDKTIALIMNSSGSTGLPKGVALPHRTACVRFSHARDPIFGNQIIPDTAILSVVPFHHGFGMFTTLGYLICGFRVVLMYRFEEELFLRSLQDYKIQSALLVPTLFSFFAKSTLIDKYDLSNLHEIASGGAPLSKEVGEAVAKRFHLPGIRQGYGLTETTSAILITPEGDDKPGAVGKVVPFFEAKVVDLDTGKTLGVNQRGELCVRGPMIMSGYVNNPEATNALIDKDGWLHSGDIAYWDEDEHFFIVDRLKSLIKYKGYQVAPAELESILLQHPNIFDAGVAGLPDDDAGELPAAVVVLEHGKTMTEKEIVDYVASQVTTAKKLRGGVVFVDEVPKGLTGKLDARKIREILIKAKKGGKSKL
#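 System: luciferase plus luciferin reagent, cell-free; medium: PBS as buffer for the ATP substrate; dosing: test compounds dosed from 2 mM stocks in 100% DMSO; timing: 10 min post-reagent at room temperature; measured by: luminescence measurement of luciferase light output; evaluation: luciferase activation, seen as luminescence increase over controls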
# bIAP inhibitor: intestinal alkaline phosphatase (bovine) inhibition; purified bovine IAP, CDP-star luminescence, 30 min; inhibition, % at 20 µM; 190,000 tested, under 10 active;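 active = over 50% inhibition of intestinal alkaline phosphatase at 20 µM in the single-dose screen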
#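 Incubation: 30 min reaction at room temperature / Material: purified bovine intestinal alkaline phosphatase (IAP) enzyme / Input: enzyme at 1/65,000,000 dilution / Dosing: 20 µM single dose / Signal: CDP-star luminescence signal / Reagent: CDP-star chemiluminescent phosphatase substrate, 30 µM final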
# Lmaj promast: Leishmania major promastigote growth inhibition. Leishmania major promastigotes, resazurin fluorescence viability. inhibition, % at 10 µM. hit rate 9% among 200,000; in the data active = inhibition above about 50%;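 note: promastigotes grown with compound for 44 hours at 28 °C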
# bIAP activator: intestinal alkaline phosphatase (bovine) activation | purified bovine IAP, CDP-star luminescence, 30 min; stronger effect = higher value; fold of DMSO-control signal, blank-subtracted | activation factor at 20 µM | hit rate 0.17% among 200,000;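 active = activation factor of 2 or more at 20 µM, a signal rise over negative controls twice the positive control's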
# TNAP inh hi DEA: inhibitors of human TNAP at high phosphate acceptor concentration; hit rate 0.03% among 200,000; inhibition, % at 20 µM; AID 1135; P05186; purified TNAP, CDP-star luminescence, 1 M DEA;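 active = over 50% inhibition of tissue-nonspecific alkaline phosphatase at 20 µM in the single-dose screen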;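 note: plate controls were DMSO wells for no effect and EDTA-quenched wells as full inhibition for full effect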
# FLuc inhib CS: counter-screen for luciferase assay inhibitors: firefly luciferase inhibition; P08659; ATPLite firefly luciferase biochemical luminescence, 10 min; inhibition, % at 10 µM; hit rate 1.5% among 200,000; AID 1006;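 active = inhibition above about 50% when tested at 10 µM, limit read from the data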
# TNAP inh no acc: blocks human TNAP activity with no phosphate acceptor present | AID 1012 | purified TNAP, CDP-star luminescence, 30 min | hit rate 0.26% among 200,000 | P05186 | inhibition, % at 20 µM;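 active = tissue-nonspecific alkaline phosphatase inhibition above about 50% at 20 µM in the single-dose screen, limit read from the data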;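 note: 0% = DMSO negative control and 100% = EDTA positive control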
# RAM network inh: blocks the yeast RAM network. S. cerevisiae dse1pr::URA3 reporter, 5-FOA growth OD615, 2 d; analog-sensitive cbk1-as2 kinase mutant strain. inhibition, % at 50 µM. hit rate 1.8% among 190,000;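 active = inhibition above a set limit, 3 SD over mean compound inhibition, cut at about 8.4% in these data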;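 note: 0% = DMSO-only wells with no growth and 100% = 10 µM 1-NA-PP1 full growth; inhibition rescues growth on 5-FOA so higher OD means more RAM inhibition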
# Starred values were filed as active, the others as inactive.
Structure	bIAP inhibitor	TNAP inh hi DEA	Lmaj promast	FLuc act counter	TNAP act hi DEA	RAM network inh	bIAP activator	TNAP inh no acc	APP transl inh	FLuc inhib CS
COc1ccc(N2C(=O)[C@@H]3[C@H](C2=O)[C@H](C(=O)c2ccc(OC(C)=O)cc2)N2N=CC=C[C@@H]32)cc1	2	5	46	1	1	5.2	1	-11	-7	-3
COc1ccccc1-c1c(C)nn2c(C)c(C(C)=O)cnc12	3	-3	3	1	1	-0.7	1	-11	-25	-3
COc1ccc(C(=O)N[C@H](C(=O)OCC(=O)NC(=O)c2cccn2C)C(C)C)cc1	-1	-2	-5	1	1	2.2	1	-22	-4	3
O=S(=O)(/C=C/c1ccccc1)N1CCN(c2ccc(F)cc2)CC1	-1	-3	-7	1.1	1	1.8	1	7	1	-7
CCOc1ccc(C(=O)Nc2cccc(C)n2)cc1	21	-3	-8	0.2	1	0.0	0.8	-5	-144	79*
Cc1ccc(N(Cc2cc3cc(C)ccc3[nH]c2=O)S(=O)(=O)c2ccccc2)cc1	9	-4	8	1	1	5.6	0.9	-4	-6	-2
O=C(COC(=O)c1cnccn1)Nc1ccc(Cl)cc1	10	4	-8	1	1	3.4	0.9	-6	-17	-3
O=C(CSC1=Nc2ccccc2C2=NC(CC(=O)NCc3ccco3)C(=O)N12)NCc1ccco1 (stereo not given)	-5	-2	19	1	1	0.3	1	-28	5	-4
O=C(Nc1nnc(SCc2ccccc2)s1)c1cccc([N+](=O)[O-])c1	8	0	-9	0.9	1	0.8	0.9	-9	-15	13
C/C(=N\NC(=O)C1CC1)c1cccc(NC(=O)c2cccc(Cl)c2)c1	1	-8	1	1	1.1	3.3	1	-17	-1	-3
O=C(NCc1cccnc1)C(=O)NCC(c1ccco1)N1CCN(c2ccccc2)CC1 (stereo not given)	3	4	52*	1	1	1.1	1	-6	2	-2
CCC(=O)Nc1cc(C)c(NC(=O)c2ccccc2OC)cn1	0	0	-4	1	1	3.6	1	-5	0	1
COc1ccc(NC2c3ncccc3C(=O)N2Cc2ccccc2)c(OC)c1 (stereo not given)	9	-1	-1	1	1	0.8	0.9	-6	1	-1
Cc1cc(NC(=O)CSc2nnc(-c3cccnc3)n2Cc2ccccc2)no1	2	-1	7	1.1	1	0.2	1	-5	2	-7
CCn1c(/C=C/Nc2ccccc2)[n+](CC)c2ccc(Cl)cc21	9	0	91*	1	1	-0.5	0.9	-6	3	-2
CCC(=O)c1ccc(N2CCN(S(=O)(=O)c3ccccc3)CC2)c(F)c1	11	-8	-2	1.1	1.1	2.9	0.9	-12	6	-9
CCOc1cc(/C=C2/COc3ccccc3C2=O)ccc1OCC(=O)N(C)C	9	-3	100*	1.1	1	2.8	0.9	-12	-4	-6
Cc1ccc(NC(=O)C2CCCN2C(=O)NC2CCCCC2)cc1C (stereo not given)	4	-8	26	1	1.1	3.6	1	-9	-3	-3
CC(C)(C)C(=O)NCCn1ccc2ccccc21	1	-4	-7	1.1	1	0.5	1	4	0	-7
O=C(CCS(=O)(=O)c1ccccc1)Nc1ccc2c(c1)C(=O)NC2=O	5	-2	-3	1	1	0.4	1	0	-21	-3

# Copied from above, 11 compounds:
Structure	bIAP inhibitor	TNAP inh hi DEA	Lmaj promast	FLuc act counter	TNAP act hi DEA	RAM network inh	bIAP activator	TNAP inh no acc	APP transl inh	FLuc inhib CS
C/C(=N\NC(=O)C1CC1)c1cccc(NC(=O)c2cccc(Cl)c2)c1	1	-8	1	1	1.1	3.3	1	-17	-1	-3
O=C(NCc1cccnc1)C(=O)NCC(c1ccco1)N1CCN(c2ccccc2)CC1 (stereo not given)	3	4	52*	1	1	1.1	1	-6	2	-2
CCC(=O)Nc1cc(C)c(NC(=O)c2ccccc2OC)cn1	0	0	-4	1	1	3.6	1	-5	0	1
COc1ccc(NC2c3ncccc3C(=O)N2Cc2ccccc2)c(OC)c1 (stereo not given)	9	-1	-1	1	1	0.8	0.9	-6	1	-1
Cc1cc(NC(=O)CSc2nnc(-c3cccnc3)n2Cc2ccccc2)no1	2	-1	7	1.1	1	0.2	1	-5	2	-7
CCn1c(/C=C/Nc2ccccc2)[n+](CC)c2ccc(Cl)cc21	9	0	91*	1	1	-0.5	0.9	-6	3	-2
CCC(=O)c1ccc(N2CCN(S(=O)(=O)c3ccccc3)CC2)c(F)c1	11	-8	-2	1.1	1.1	2.9	0.9	-12	6	-9
CCOc1cc(/C=C2/COc3ccccc3C2=O)ccc1OCC(=O)N(C)C	9	-3	100*	1.1	1	2.8	0.9	-12	-4	-6
Cc1ccc(NC(=O)C2CCCN2C(=O)NC2CCCCC2)cc1C (stereo not given)	4	-8	26	1	1.1	3.6	1	-9	-3	-3
CC(C)(C)C(=O)NCCn1ccc2ccccc21	1	-4	-7	1.1	1	0.5	1	4	0	-7
O=C(CCS(=O)(=O)c1ccccc1)Nc1ccc2c(c1)C(=O)NC2=O	5	-2	-3	1	1	0.4	1	0	-21	-3

# Later entries
Structure	bIAP inhibitor	TNAP inh hi DEA	Lmaj promast	FLuc act counter	TNAP act hi DEA	RAM network inh	bIAP activator	TNAP inh no acc	APP transl inh	FLuc inhib CS
Cc1nc(SCC(=O)N(C)Cc2ccco2)c2c(C)c(C)sc2n1	3	-8	14	1.1	1.1	0.3	1	8	-7	-9
O=C(Nc1ccccc1F)C1CCCN(S(=O)(=O)c2cccc3cccnc23)C1 (stereo not given)	-2	-2	2	1.1	1	1.3	1	-11	-14	-6
CN(C(=O)COc1ccc([N+](=O)[O-])cc1)C1CCS(=O)(=O)C1 (stereo not given)	-17	0	-5	1	1	-0.4	1.2	-4	-21	-4
Cc1cccc(C(=O)n2cnnc2N)c1	-6	-2	-3	1	1	0.2	1.1	-13	5	-2
CCOC(=O)c1ccc(NC(=O)CSc2nnnn2CCCO)cc1	12	0	-1	1	1	-0.6	0.9	-5	-6	1
O=c1ccc(C(F)(F)F)cn1Cc1cc(=O)n2cc(Br)ccc2n1	-3	-2	-4	1.1	1	-0.1	1	-9	-27	-5

# Some of these compounds in order of the APP transl inh value, low to high.
SMILES,bIAP inhibitor,TNAP inh hi DEA,TNAP act hi DEA,RAM network inh,bIAP activator,TNAP inh no acc,APP transl inh
CN(C(=O)COc1ccc([N+](=O)[O-])cc1)C1CCS(=O)(=O)C1 (stereo not given),-17,0,1,-0.4,1.2,-4,-21
CCOC(=O)c1ccc(NC(=O)CSc2nnnn2CCCO)cc1,12,0,1,-0.6,0.9,-5,-6
Cc1cccc(C(=O)n2cnnc2N)c1,-6,-2,1,0.2,1.1,-13,5

# Screening data deposited in PubChem BioAssay by several laboratories.
